SENP7 block: inhibitors of human SENP7 protease; Q9BQF6; recombinant SENP7, Z-RLRGG-aminoluciferin luminescence, 40 min; inhibition, % at 5 µM; actives 1.5% (n = 330,000); AID 434973;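 active = inhibition above about 50% at the single test dose, limit read from the data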;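 note: plate controls were DMSO with enzyme for no effect and no enzyme buffer wells for full effect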
PfG6PD inh: PfG6PD (Plasmodium falciparum) enzyme inhibition; inhibition, % at 20 µM; actives 0.78% (n = 350,000); AID 504690; PfGluPho enzyme, NADPH resazurin-diaphorase fluorescence;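 active = inhibition reaching at least a set limit at 20 µM in the primary screen, cut at about 59% in these data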;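 note: 0% = DMSO wells with substrate and 100% = DMSO wells lacking glucose-6-phosphate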
SENP6 inh: SENP6 protease inhibition; inhibition, % at 10 µM; Q9GZR1; Recombinant SENP6 catalytic domain, aminoluciferin luminescence; actives 1.8% (n = 330,000);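 active = inhibition above about 50% at the single tested dose, limit read from the data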;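 note: plate controls were DMSO wells with enzyme for no effect and DMSO wells lacking enzyme for full effect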
Target sequence (Q9GZR1 628-1112 limits assumed): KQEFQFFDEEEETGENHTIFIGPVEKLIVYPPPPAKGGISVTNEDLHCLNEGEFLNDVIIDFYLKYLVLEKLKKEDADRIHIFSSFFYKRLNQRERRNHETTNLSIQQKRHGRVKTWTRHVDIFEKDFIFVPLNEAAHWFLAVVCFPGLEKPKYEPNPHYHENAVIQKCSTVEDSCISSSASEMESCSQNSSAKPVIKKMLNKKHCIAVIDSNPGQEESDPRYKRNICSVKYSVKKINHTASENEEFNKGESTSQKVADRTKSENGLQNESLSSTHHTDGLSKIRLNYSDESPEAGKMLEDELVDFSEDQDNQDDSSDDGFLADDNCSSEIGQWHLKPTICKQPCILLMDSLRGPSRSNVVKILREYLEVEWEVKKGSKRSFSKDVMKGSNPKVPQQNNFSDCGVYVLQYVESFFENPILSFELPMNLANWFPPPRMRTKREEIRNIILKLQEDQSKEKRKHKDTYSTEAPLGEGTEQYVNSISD
SENP8 block-1: SENP8 protease inhibition; Q96LD8; purified SENP8, Z-RLRGG-aminoluciferin cleavage, luminescence; inhibition, % at 10 µM; actives 1.2% (n = 330,000); AID 2540; in the data active = inhibition above about 50%
Target sequence (Q96LD8 whole entry, looked up): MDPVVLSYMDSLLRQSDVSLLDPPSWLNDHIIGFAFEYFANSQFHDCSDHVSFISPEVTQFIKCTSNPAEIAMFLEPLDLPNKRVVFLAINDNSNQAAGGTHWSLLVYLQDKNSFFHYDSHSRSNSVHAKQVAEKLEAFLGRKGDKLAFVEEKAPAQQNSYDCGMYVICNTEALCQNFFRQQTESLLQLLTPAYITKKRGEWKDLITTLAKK
SENP1 FRET inh: blocks the human SENP1 SUMO protease catalytic domain. AID 624204. recombinant SENP1 catalytic domain, CyPet-SUMO1-YPet FRET cleavage. actives 0.21% (n = 360,000). inhibition, % at 10 µM. Q9P0U3;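 active = inhibition at least 30% at 10 µM, raw YFP signal under a set limit, fluorescence ratio 0.5 to 1.5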;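 note: 0% = enzyme with DMSO and 100% = no enzyme wells; some results filed as inactive read as strong as hits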
Target sequence (Q9P0U3 419-644 limits assumed): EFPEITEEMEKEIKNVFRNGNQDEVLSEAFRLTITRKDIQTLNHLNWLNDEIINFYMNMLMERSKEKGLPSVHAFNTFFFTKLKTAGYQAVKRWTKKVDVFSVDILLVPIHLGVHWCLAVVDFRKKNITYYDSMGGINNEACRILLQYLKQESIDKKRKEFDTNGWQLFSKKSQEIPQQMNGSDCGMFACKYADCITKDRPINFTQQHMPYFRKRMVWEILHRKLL
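Compound: 10 µM single point, 0.5% DMSO; Test system: hSENP1 catalytic domain, recombinant; Timing: 50 min reaction at room temperature; Technique: FRET, CFP and YFP emission; Control set: no-enzyme wells low, DMSO-plus-enzyme wells high control.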
NALP3 yeast inh: blocks the NALP3 inflammasome reconstituted in yeast | Yeast reconstituted NLRP3/ASC/caspase-1, beta-gal luminescence, 24 h | inhibition, % at 10 µM | actives 0.39% (n = 330,000) | AID 2825;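 active = inhibition of 50% or more; inactive = inhibition below 50%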;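 note: plate controls were induced DMSO wells for no effect and uninduced yeast grown without galactose for full effect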
Apaf-1 inh: blocks human Apaf-1 apoptosome activity; reconstituted apoptosome caspase-3 activity, DEVD-Rh110 fluorescence; inhibition, % at 20 µM; actives 0.71% (n = 330,000); AID 489030; active = inhibition of at least 40% at 20 µM;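 note: plate controls were DMSO wells for no effect and DEVD-CHO caspase inhibitor wells for full effect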
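Assay system – apoptosome proteins · Medium – Hepes buffer, pH 7.5 · Also added – cytochrome c with DEVD-Rh110 · Timing – 30 min compound preincubation, 50 min activation, room temperature · Detection – Rh110 fluorescence, excitation 480 nm, emission 540 nm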
HKDC1 inhibitor: inhibitors of human hexokinase HKDC1 | Q2TB90 | recombinant HKDC1, G6PDH/diaphorase resazurin coupled fluorescence | inhibition, % at 20 µM | actives 0.16% (n = 340,000);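 active = inhibition above about 35% when tested at 20 µM, limit read from the data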;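 note: plate controls were DMSO wells with enzyme for no effect and DMSO wells lacking enzyme for full effect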
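Material – in-house recombinant HK5 (HKDC1) enzyme · Quantity – HKDC1 at 5 µg/mL · Buffer or medium – pH 8.0 Tris buffer with 10 mM MgCl2 · Reagent – glucose with 1 mM ATP · Dosing – single 20 µM dose · Times – reaction time 90 min, room temperature, protected from light · Technique – resorufin fluorescence at 613 nm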
SENP8 block-2: SENP8 (human) protease inhibition | Q96LD8 | recombinant SENP8, Nedd8 substrate fluorescence | inhibition, % at 20 µM | actives 0.64% (n = 360,000) | AID 602440; in the data active = inhibition mostly above about 40%, no sharp cut-off; inactive = mostly below about 27%
* hit, by the source's call; x = not tested or not shown.

entry	Structure	SENP7 block	PfG6PD inh	SENP6 inh	SENP8 block-1	SENP1 FRET inh
1	O=C(NNC(=O)c1cc(C(F)(F)F)cc(C(F)(F)F)c1)c1ccc(Cl)cc1	11	-2	-8	-4	2
2	Cc1ccc2ccc3ccc(C)nc3c2n1	-7	5	1	-5	-3
3	CCc1ccc(-c2ccc3nnc(SC)n3n2)cc1	1	14	-10	-10	-4
4	O=C(NCc1ccco1)c1ccc(=O)[nH]n1	-8	-1	-2	-6	0
5	N#Cc1ccc(OCC(=O)NCC2COc3ccccc3O2)cc1 (stereo not drawn)	-1	4	-10	0	-2
6	CC(NCC(=O)NC(=O)NCCC1=CCCCC1)c1ccc(S(N)(=O)=O)cc1 (stereo not drawn)	x	1	x	x	0
7	CCOC(=O)c1sc(NC(=O)CN2CC(C)OC(C)C2)nc1C (stereo not drawn)	-11	-9	6	-7	0
8	COc1ccccc1C(=O)Nc1ccccc1C(=O)NC1CCCCC1	3	-12	0	0	0
9	O=C1CC(C(=O)Nc2nccs2)C(c2ccccc2)O1 (stereo not drawn)	5	-4	3	8	1
10	Cc1cc(C)c2c(-n3cccc3)c(C(=O)NNS(=O)(=O)c3ccc(Br)cc3)sc2n1	-6	-14	-3	2	-1
11	Cc1ccc(S(=O)(=O)CCSc2ccc(C(F)(F)F)cn2)cc1	-2	-1	-33	-11	0
12	CCS(=O)(=O)CCSc1nc2ccccc2o1	3	-4	-8	0	2

entry	NALP3 yeast inh	Apaf-1 inh	HKDC1 inhibitor	SENP8 block-2
1	3	0	-8	8
2	40	-4	-7	-4
3	-21	12	2	-304
4	10	7	4	18
5	14	-5	-4	-4
6	x	x	2	-2
7	10	-2	-2	10
8	18	17	-2	10
9	-6	-6	5	14
10	-1	38	11	5
11	9	3	-3	18
12	1	3	12	8

Further entries
entry	Structure	SENP7 block	PfG6PD inh	SENP6 inh	SENP8 block-1	SENP1 FRET inh
13	COc1ccc(CNc2nc3ccccc3n2C)c(OC)c1	61*	14	40	60*	2
14	Cc1ccc2nc(C3CCN(CC(=O)Nc4ccc5c(c4)OCCO5)CC3)[nH]c2c1	-7	-7	5	-7	-1
15	COc1ccc(S(=O)(=O)N2CCCCCC2)cc1NC(=O)CN(C)Cc1ccc2c(c1)OCO2	-2	-5	-10	1	0
16	CC(=O)Nc1ccc2c(c1)nc(C)n2Cc1ccccc1	-5	-14	0	-3	2
17	COCCNC(=S)N1CCc2cc(OC)c(OC)cc2C1c1cccs1 (stereo not drawn)	4	2	0	1	0
18	COc1ccc(OC(=O)Cc2cccc3ccccc23)cc1	x	11	x	x	5
19	CCc1ccccc1NC(=O)NCc1ccc2c(c1)OCO2	-11	-2	-7	-11	0
20	O=C(CN(CC(=O)N1CCOCC1)S(=O)(=O)c1ccc(Br)s1)N1CCOCC1	-15	-8	-11	-14	1
21	O=C(CSc1nc2ccc(Nc3nc(N4CCCC4)nc(N4CCCC4)n3)cc2s1)NCc1ccco1	4	7	-3	3	-7
22	Cc1cc(NC(=O)/C=C/c2cccc(F)c2)n(-c2nc3ccccc3[nH]2)n1	4	1	-11	-4	3
23	CC1(C(=O)OCC(=O)NCc2ccc(Cl)cc2)CC1(Cl)Cl (stereo not drawn)	4	-1	3	2	0
24	COc1ccc(-n2c(SCC(=O)Nc3nccs3)nc3sc4c(c3c2=O)CCN(C)C4)cc1	-1	5	0	3	-23

entry	NALP3 yeast inh	Apaf-1 inh	HKDC1 inhibitor	SENP8 block-2
13	-1	-3	-4	5
14	-1	9	-1	2
15	18	10	3	7
16	18	-3	-3	8
17	-6	-3	-3	-1
18	x	x	-1	11
19	12	2	-6	13
20	15	14	-7	6
21	16	12	4	-26
22	3	1	-5	19
23	21	1	-6	-3
24	6	10	2	-286

New compounds follow
entry	Structure	SENP7 block	PfG6PD inh	SENP6 inh	SENP8 block-1	SENP1 FRET inh
25	CC(=O)CC(=O)Nc1ccc2ccccc2c1	2	-2	8	0	-18
26	O=c1c2[nH]c3ccccc3c2ncn1Cc1ccco1	9	-7	-8	-5	1
27	Cc1ccc(N2/C(=N/c3nc(C)cc(C)n3)NC(=O)CC2C(=O)O)cc1 (stereo not drawn)	-1	1	0	10	0
28	COc1ccc(S(=O)(=O)NCC2CCCO2)cc1NC(=O)c1ccccc1F (stereo not drawn)	-11	-15	-16	-5	2
29	CC1c2ccsc2CCN1S(=O)(=O)c1cccs1 (stereo not drawn)	-7	10	-13	-1	0
30	CCOC(=O)c1ccc(NC(=O)c2nn(CC)cc2Br)cc1	4	-12	2	10	2
31	Cc1onc(NC(=O)NC(=O)c2ccccc2F)c1Br	11	-8	-13	-6	3
32	C=CCn1c(CSCc2ccc(Cl)cc2)nnc1SCC(=O)NCc1ccccc1	10	-11	-12	3	-1
33	COC(=O)C1=C(C)NC(=O)C1(Nc1nccs1)C(F)(F)F (stereo not drawn)	-3	5	8	1	-28
34	CCOC(=O)C(Cc1ccccc1)NC(=O)Cn1nnc(-c2ccccc2)n1 (stereo not drawn)	8	12	-6	-2	1
35	CCCN1CCC(=O)N(CCOc2ccccc2)CC1	-4	10	-5	-12	-1
36	COc1ccc(S(=O)(=O)N2CCCCCC2)cc1C(=O)N(C)CCOc1ccc(Cl)cc1	-1	4	-12	-4	1

entry	NALP3 yeast inh	Apaf-1 inh	HKDC1 inhibitor	SENP8 block-2
25	17	13	1	-19
26	15	2	-7	7
27	-8	-12	1	18
28	4	11	-2	16
29	18	-12	-2	19
30	29	-17	-4	3
31	21	4	-6	-1
32	12	21	-2	14
33	12	-1	-6	13
34	9	1	2	4
35	11	-5	-3	24
36	12	28	-4	4

(further entries)
entry	Structure	SENP7 block	PfG6PD inh	SENP6 inh	SENP8 block-1	SENP1 FRET inh
37	O=C(COc1ccc(F)cc1)N(Cc1ccco1)C1CCS(=O)(=O)C1 (stereo not drawn)	-5	-4	-10	-3	3
38	C/C(=N/NC(=O)CNC(=O)COc1ccccc1)c1ccco1	3	-16	-1	-2	1
39	Cc1cc(C)c([C@@H]2C[C@H]3CN(C4CCCC4)C(=O)[C@]34CCCN24)c(-n2cccn2)c1	-2	-3	-3	5	4
40	O=C(OCC#CCSc1nnc(-c2ccccc2)o1)c1ccco1	10	-8	23	-8	2
41	Cc1ccc(OCC(O)CN2CCOCC2)cc1 (stereo not drawn)	17	-7	-18	-1	0
42	O=C(O)COc1ccc(Nc2ccccc2)cc1	-2	26	5	7	-3
43	COC(=O)c1[nH]c2ccc(C)cc2c1NC(=O)CN1CCC(C)CC1	-4	9	4	-5	0
44	CN1N=C(N)c2cn(C3OC(COP(=O)(O)O)C(O)C3O)c3ncnc1c23 (stereo not drawn)	x	-1	x	x	2
45	Cc1cc(C)n(CCNC(=O)c2ccc3c(c2)OCO3)n1	4	6	2	-2	0
46	CN=C(c1ccccc1)c1c(C)cccc1C	-7	3	-3	-2	2
47	CCO[C@@H]1OC(C(=O)N2CCN(C)CC2)=C[C@H](c2csc3ccccc23)[C@H]1CCCO	2	17	0	1	-1
48	Cc1occc1C(=O)Nc1ccc(OCc2ccccc2)cc1	100*	28	98*	96*	1

entry	NALP3 yeast inh	Apaf-1 inh	HKDC1 inhibitor	SENP8 block-2
37	4	10	-5	1
38	5	1	13	15
39	4	-3	-4	16
40	25	-6	-3	15
41	7	-12	-2	1
42	-1	-1	-6	8
43	18	11	4	-279
44	x	x	1	-214
45	21	6	-2	14
46	0	0	-1	9
47	-2	-2	-2	20
48	8	3	-1	-2

Retrieved by structure from above, 3 records:
entry	Structure	SENP7 block	PfG6PD inh	SENP6 inh	SENP8 block-1	SENP1 FRET inh
40	O=C(OCC#CCSc1nnc(-c2ccccc2)o1)c1ccco1	10	-8	23	-8	2
47	CCO[C@@H]1OC(C(=O)N2CCN(C)CC2)=C[C@H](c2csc3ccccc23)[C@H]1CCCO	2	17	0	1	-1
45	Cc1cc(C)n(CCNC(=O)c2ccc3c(c2)OCO3)n1	4	6	2	-2	0

entry	NALP3 yeast inh	Apaf-1 inh	HKDC1 inhibitor	SENP8 block-2
40	25	-6	-3	15
47	-2	-2	-2	20
45	21	6	-2	14

Next structures.
entry	Structure	SENP7 block	PfG6PD inh	SENP6 inh	SENP8 block-1	SENP1 FRET inh
49	O=C(CN1C(=O)NC2(CCCCC2)C1=O)N1CCN(c2ncccn2)CC1	-5	6	5	4	1
50	Cc1ccc(NS(=O)(=O)c2c(C)[nH]c(=O)[nH]c2=O)cc1C	-1	-17	-10	-2	-1
51	Nc1c(N(CCCO)C(=O)C2CCCC2)c(=O)[nH]c(=O)n1Cc1ccccc1	-8	-6	-9	-5	2
52	CC(=O)N1CCC(C(=O)NCCOc2cccc(C)c2)CC1	1	-21	0	2	-2
53	CCOc1ccc(-c2nnc(SCC(=O)N3CCOCC3)o2)cc1	14	-8	-12	-3	0
54	COc1ccc(C(C(=O)NC2CCCCC2)N(C(=O)c2sc(C)nc2C)c2ccc(C(C)=O)cc2)cc1 (stereo not drawn)	2	10	-8	-7	-1
55	CCN(CC)C(=O)c1ccc(NS(=O)(=O)c2ccccc2)cc1	11	-6	-16	0	1
56	Cc1ccc(S(=O)(=O)N2CCC(=O)N(C(COCc3ccc(Cl)cc3Cl)Cc3ccccc3)CC2)cc1 (stereo not drawn)	-12	17	-11	-11	2
57	O=C(Cc1ccc(Cl)cc1)NNC(=O)c1cnccn1	-12	6	-9	-9	1
58	COc1ccc(N=CC2=C(O)CC(C)(C)CC2=O)cc1	-7	5	-7	-5	1

entry	NALP3 yeast inh	Apaf-1 inh	HKDC1 inhibitor	SENP8 block-2
49	6	-8	7	-19
50	21	-22	-9	13
51	12	1	0	14
52	13	8	-5	14
53	16	-12	-5	19
54	2	-5	-6	13
55	-6	5	0	18
56	10	20	-2	18
57	0	0	-12	29
58	21	1	-5	-72

Full records as entered above. Order of values: SENP7 block | PfG6PD inh | SENP6 inh | SENP8 block-1 | SENP1 FRET inh | NALP3 yeast inh | Apaf-1 inh | HKDC1 inhibitor | SENP8 block-2
COc1ccc(S(=O)(=O)N2CCCCCC2)cc1NC(=O)CN(C)Cc1ccc2c(c1)OCO2 reads -2 | -5 | -10 | 1 | 0 | 18 | 10 | 3 | 7
Cc1ccc2ccc3ccc(C)nc3c2n1 reads -7 | 5 | 1 | -5 | -3 | 40 | -4 | -7 | -4
C/C(=N/NC(=O)CNC(=O)COc1ccccc1)c1ccco1 reads 3 | -16 | -1 | -2 | 1 | 5 | 1 | 13 | 15
COC(=O)c1[nH]c2ccc(C)cc2c1NC(=O)CN1CCC(C)CC1 reads -4 | 9 | 4 | -5 | 0 | 18 | 11 | 4 | -279
O=c1c2[nH]c3ccccc3c2ncn1Cc1ccco1 reads 9 | -7 | -8 | -5 | 1 | 15 | 2 | -7 | 7

Compound activity: PubChem BioAssay, Sanford-Burnham Center for Chemical Genomics
